From PubChem
OPRM1-OPRD1 inv: inverse agonists of MOR-DOR heterodimerization, primary screen, cell-based, luminescence. Mu-type opioid receptor (Homo sapiens) + Delta-type opioid receptor (Homo sapiens), …. inhibition, % at 9.3 µM. cell-based MOR-DOR heterodimer luminescence, inverse agonism. actives 0.21% (n = 340,000); in the data active = inhibition above about 22%, passing the limit was not always enough;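 also: 0% = cells with DMSO and 100% = wells without cells with DMSO; values of inactives mirror those of a sister screen read the other way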
phage Ecoli inh: growth loss of phage-infected E. coli, primary screen, RecBCD inhibitor project, absorbance, with phage, HTS; inhibition, % at 11.9 µM; actives 0.26% (n = 360,000); AID 651602, 2012; in the data active = inhibition above about 11%
AddAB inh: growth inhibition of E. coli expressing H. pylori AddAB, primary screen, AddAB inhibitor project, absorbance | inhibition, % at 11.9 µM | actives 0.29% (n = 330,000) | AID 435030, 2010; in the data active = inhibition above about 12%;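 also: 0% = vehicle wells of infected cells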
PKA-R1A act: activators of PKA-R1A holoenzyme, primary screen, biochemical, fluorescence polarization, Cy5-IP20, bovine R1A, mouse PKAc; actives 0.083% (n = 340,000); cAMP-dependent protein kinase type I-alpha regulatory subunit (Bos taurus) + …; activation, % at 11.4 µM; PKA-R1A dissociation; scaled: DMSO 0%, 113 µM cGMP 100%; AID 504707, 2011;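 active = percent activation above the mean of all tested compounds plus 3 SD, cut at about 19% in these data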;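 also: higher means more PKAc released from R1A so a rise in polarization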
E coli growth: E. coli V3065 growth inhibition, primary screen, counter-screen for AddAB inhibitor project, absorbance, OD600; actives 0.27% (n = 330,000); inhibition, % at 11.9 µM; 18 h; AID 449728, 2010;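 active = inhibition above the campaign's mean inhibition across all tested compounds plus 3 SD, cut at about 9.9% in these data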;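 also: uninfected addAB+ strain grown without phage in ampicillin broth; 0% = DMSO wells and 100% = ciprofloxacin 0.95 µg/ml wells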
HTR5A inv ag: HTR5A inverse agonists in luminescence cell assay, primary screen, counter-screen for OPRM1-OPRD1 heterodimer inverse agonist project, full-deck HTS; 5-hydroxytryptamine receptor 5A (Homo sapiens), P47898; actives 0.083% (n = 340,000); HTR5A cell line, inverse agonism; AID 504634, 2011; inhibition, % at 9.3 µM; in the data active = inhibition mostly above about 23%, no sharp cut-off; inactive = mostly below about 18%;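 also: 0% = cells with DMSO and 100% = no-cell wells with DMSO; some compounds called inactive have numbers as strong as hits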
Target sequence (P47898 whole entry, looked up): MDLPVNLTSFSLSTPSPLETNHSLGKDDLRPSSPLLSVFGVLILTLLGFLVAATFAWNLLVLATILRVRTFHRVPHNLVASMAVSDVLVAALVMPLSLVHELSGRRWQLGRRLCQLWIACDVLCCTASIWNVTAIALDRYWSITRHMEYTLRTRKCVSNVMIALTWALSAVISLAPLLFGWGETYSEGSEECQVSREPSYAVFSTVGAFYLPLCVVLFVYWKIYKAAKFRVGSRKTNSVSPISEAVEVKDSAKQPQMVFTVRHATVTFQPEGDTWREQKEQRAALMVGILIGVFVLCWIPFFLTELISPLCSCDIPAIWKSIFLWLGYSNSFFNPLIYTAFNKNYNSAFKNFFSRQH
MOR-DOR ag: agonists of OPRM1-OPRD1 heterodimerization, primary screen, cell-based, luminescence. AID 504326, 2011. actives 0.3% (n = 340,000). cells. activation, % at 9.3 µM; in the data active = activation above about 18%;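 also: 0% = vehicle-treated cells and 100% = reference agonist; values of inactives mirror those of a sister screen read the other way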
PfHsp90 yeast 2: growth inhibition of PfHsp90-expressing yeast, primary screen, antimalarial PfHsp90 inhibitor project, S. cerevisiae, BacTiter-Glo luminescence, single point, set 2. BacTiter-Glo ATP, 48 h; yeast lacking PDR1 and PDR3 efflux regulators. inhibition, % at 9.4 µM. actives 0.32% (n = 310,000). AID 504621, 2011;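 active = every replicate shows inhibition above about 80%, whatever the replicate mean, limit read from the data; inconclusive = mean inhibition reaches the set limit but some replicate falls short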;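 also: 0% = DMSO neutral controls and 100% = 20 µM radicicol positive controls; yeast relying on Plasmodium falciparum Hsp90 in place of its own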
PKA-R2B activ: activators of PKA-R2B holoenzyme, primary screen, biochemical, fluorescence polarization, Cy5-IP20, human; cAMP-dependent protein kinase catalytic subunit beta (Homo sapiens) + cAMP-dependent …; PKA-R2B holoenzyme dissociation; R2B truncated from residue 108, S112A mutant; 0% DMSO only, 100% 113 µM cGMP; activation, % at 11.4 µM; actives 0.079% (n = 340,000); AID 504700, 2011;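 active = activation above a cutoff set at the mean over all compounds plus 3 SD, cut at about 18% in these data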;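 also: higher means more holoenzyme dissociation and a rise in polarization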
Target sequence (P31323 whole entry, looked up, other chains not shown, the tested form may be a part): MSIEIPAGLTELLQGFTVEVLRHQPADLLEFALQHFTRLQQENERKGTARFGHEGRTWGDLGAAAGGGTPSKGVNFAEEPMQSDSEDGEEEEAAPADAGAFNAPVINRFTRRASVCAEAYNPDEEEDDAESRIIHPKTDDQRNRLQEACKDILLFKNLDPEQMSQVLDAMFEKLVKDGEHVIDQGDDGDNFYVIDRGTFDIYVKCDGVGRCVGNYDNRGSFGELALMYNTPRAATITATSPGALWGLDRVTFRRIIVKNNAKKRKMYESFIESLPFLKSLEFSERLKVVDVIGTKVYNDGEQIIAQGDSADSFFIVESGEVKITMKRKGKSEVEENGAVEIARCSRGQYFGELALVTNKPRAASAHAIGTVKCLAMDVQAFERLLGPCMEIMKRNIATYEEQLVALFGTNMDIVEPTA
Mot1-301 SUMO: yeast Mot1-301 growth rescue at high temperature, primary screen, SUMOylation pathway inhibitor project, S. cerevisiae, ATP luminescence, 38.5C | S. cerevisiae Mot1-301 growth rescue; percent above DMSO median, 100 means doubled | growth rescue, % at 18.8 µM | actives 1% (n = 320,000) | AID 2716, 2010;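 active = every valid replicate shows activation above 250% relative to neutral control wells; inactive = the rest, any valid replicate at or below 250%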;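 also: OY570 slx delta 5 strain wells were the positive control but not used for scaling; some compounds called inactive have numbers as strong as hits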
Tat export inh: E. coli Tat export inhibitors, primary screen, MC4100, TorA-mCherry reporter, fluorescence, single point; actives 0.036% (n = 340,000); inhibition, % at 10 µM;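 active = mean replicate inhibition at least 50% and at least half of replicates individually reaching 50%; inconclusive = only one of the two criteria met; inactive = neither criterion met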;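 also: exported cargo escapes ClpAP degradation while cytoplasmic cargo is degraded and loses fluorescence; 0% = median of neutral control wells and 100% = median of NaSCN control wells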
Active calls of the source: *; ? = inconclusive; · = no result given. Hits appear at their usual frequency. About 2.2% of those tested had a hit in this group.

Molecule	PfHsp90 yeast 2	OPRM1-OPRD1 inv	Tat export inh	E coli growth	AddAB inh	PKA-R1A act	MOR-DOR ag	Mot1-301 SUMO	PKA-R2B activ	HTR5A inv ag	phage Ecoli inh
COc1ccc(-c2csc(=Nc3ccccc3)n2CCO)cc1	-18	10	2	-1.5	0.7	-4	-1.9	5	12	-3	4.5
Cc1ccc(C)c(C(=O)COC(=O)C(C)N2C(=O)C3C4CCC(C4)C3C2=O)c1 (stereo unspecified)	-11	7	-4	·	·	12	-1.0	-15	-13	-6	2.3
CCOc1cc(CNc2cccc3ccccc23)cc(Br)c1OCC(=O)NC(C)(C)C	10	-15	-8	0.1	-2.0	-2	2.4	-13	-17	-25	·
O=C(CS(=O)(=O)c1cn(Cc2ccc(Cl)cc2)c2ccccc12)N1CCCC1	-2	-9	-8	-2.0	-0.6	1	1.6	9	6	7	1.5
Cc1ccc(S(=O)(=O)CCC(=O)OCC(=O)Nc2cc(S(=O)(=O)N3CCOCC3)ccc2C)cc1	·	6	-4	1.9	2.0	3	-0.9	26	9	11	0.1
O=C(Nc1ccccc1F)Nc1ccccc1OC(F)F	15	15	-2	-2.7	-0.3	-1	-3.3	0	1	-21	4.3
Cc1ccccc1NS(=O)(=O)c1ccc2c(c1)NC(=O)CCS2	-6	18	2	0.9	3.2	2	-3.6	16	-12	-9	0.7
CCOC(=O)N1CCN(C(=O)/C(=C/c2ccc(OC)c(OC)c2)NC(=O)c2ccccc2)CC1	-16	10	1	-0.2	-2.1	-13	-2.1	-4	-7	-18	1.7
COc1ccccc1-c1noc(CSc2nc(C)cc(=O)[nH]2)n1	8	13	2	0.6	3.5	10	-2.8	299	5	-8	4.1
Cc1cc(OCCCC(=O)NCCc2ccccn2)ccc1Cl	-5	15	-2	-1.8	0.6	1	-2.8	110	-1	-5	1.1
Cc1ccc(/C(O)=C2\C(=O)C(=O)N(C)C2c2ccccc2[N+](=O)[O-])cc1 (stereo unspecified)	-7	8	1	1.1	1.7	7	-1.5	0	-4	-6	0.2
CC1=CCC2C(=O)N(c3ccc(N4CCOCC4)cc3)C(=O)C2C1 (stereo unspecified)	-13	5	5	2.0	5.9	11	-1.0	5	4	-21	-0.5
COc1ccc(C2(c3ccc(OC)cc3)NC(=O)N(CC(=O)Nc3ccc(OC(F)F)cc3)C2=O)cc1	3	7	5	2.7	0.3	-8	-1.4	-18	-9	-3	4.2
CCc1nc(-c2ccccc2O)n(-c2ccccc2)n1	·	2	2	-2.3	0.4	-2	-0.3	14	6	-8	2.5
CCN(CC)C(=O)CSc1nnc(-c2cnccn2)n1-c1ccccc1	2	8	-4	1.2	0.8	-13	-1.4	-13	0	10	3.2
CC(C)C(=O)Nc1cccc(NC(=O)c2ccc([N+](=O)[O-])cc2Cl)c1	-4	1	-7	-0.9	2.6	-8	-0.2	1	-11	-4	-2.8
CCCc1cc(-c2nc(N)ncc2-c2csc(C)n2)c(O)cc1OC	24	-30	-1	0.2	2.8	-8	4.4	0	10	-2	2.5
CN(c1cccc(NC(=O)Nc2ccc(Cl)cc2)c1)S(C)(=O)=O	·	-4	-2	-1.5	2.1	-1	0.8	-15	-1	-1	5.1
O=C1CSc2ccc(S(=O)(=O)NCc3ccccc3Cl)cc2N1	-30	17	0	0.6	-2.1	-6	-3.3	289	4	-10	0.0
COc1cc(/C=N\Nc2nncn2N)ccc1OC(C)=O	3	-11	-1	3.1	8.1	1	2.0	-8	13	-2	2.2
O=C(Nc1ccc(Cl)c(C(F)(F)F)c1)NC1CC2CCCC(C1)N2C1CC1 (stereo unspecified)	-6	-53	?	4.2	2.5	-2	8.9	-11	2	-13	7.9
O=C(CN1CCN(c2ccccc2)CC1)N1CCc2[nH]c3ccccc3c2C1	-7	-4	6	0.2	2.0	-10	0.7	-11	-19	12	-0.5
COCCNc1cc(C)c(C#N)c2nc3ccccc3n12	13	0	-3	1.5	0.4	-3	0.0	-9	3	-5	1.8
CCN(CC)CCNCC(O)(c1ccc(Cl)cc1)c1ccc(Cl)cc1	28	25	0	-4.5	1.1	-5	-4.8	1	2	2	2.7
COc1ccc(-c2cc3c(=O)n(CC(=O)Nc4ccc(Cl)cc4)ncn3n2)cc1	4	7	-2	1.6	3.2	-3	-1.3	18	7	-14	3.5
CCOC(=O)c1cc(NC(=O)N(CC)CC)c(C)nc1C	7	10	-10	3.1	3.1	-8	-1.8	-20	-2	19	3.0
Cn1c(CCNC(=O)c2ccco2)nc2cc(NC(=O)NC3CCCCC3)ccc21	·	4	6	1.8	0.7	-4	-0.6	-5	-4	-6	2.1
Cc1cc(C)cc(OCC(=O)N/N=C/c2ccc([N+](=O)[O-])o2)c1	22	-77	2	1.4	4.0	-10	15	102	3	4	2.3
COCCNC(=O)c1cc(-c2ccccc2)nn1CC1CC(c2cccc([N+](=O)[O-])c2)=NO1 (stereo unspecified)	·	8	-4	-1.6	-1.5	3	-1.4	-2	-5	0	1.1
N#CCCn1c(=S)[nH]c2ccccc21	·	6	-2	-1.6	2.1	0	-1.0	6	4	-3	0.8
COc1ccc(CCN(CC(=O)NC2CCCC2)C(=O)Cn2nnc(-c3ccc(C)o3)n2)cc1OC	-6	1	1	0.4	2.6	0	-0.2	-9	5	12	2.5
COCCOC(=O)c1c(C)oc2ccc(NS(=O)(=O)c3ccccc3)cc12	-38	1	0	0.4	2.8	-2	-0.2	-22	-5	9	1.4
C=C(C)c1cccc(C(C)(C)NC(=O)NC2CC(C)(C)NC(C)(C)C2)c1	5	2	3	-0.3	5.2	4	-0.3	-2	-8	-4	2.9
O=c1nc2ccc(Cl)cn2c2ccc(S(=O)(=O)N3CCOCC3)cc12	-1	13	4	-0.4	3.5	2	-2.5	577*	-5	-32	3.3
CCOC(=O)/C(C#N)=C/c1cc2ccccc2nc1N1CCCCC1	-1	-57	4	0.6	1.9	-13	7.8	-5	-3	1	3.8
CC1Cc2c([nH]c3ccccc23)C2c3ccccc3CN12 (stereo unspecified)	-2	-1	-10	0.6	-1.7	3	0.3	-5	2	1	2.6
CCOC(=O)N1CCN(C(=O)CSc2nc(=O)n3ccc(C)cc3n2)CC1	-1	-8	-14	2.0	1.6	4	1.3	·	-1	-2	1.5
CCOC(=O)/C(C#N)=C/c1c(Oc2cccc(C)c2)nc2ccccn2c1=O	-32	-2	-1	-0.9	-1.1	4	0.5	-3	8	7	0.3
COC(=O)c1ccc(/C=C/C(=O)OCC(=O)Nc2ncc(Cl)cc2Cl)cc1	-18	7	-1	-2.5	2.1	3	-1.8	0	-2	-4	0.6
COc1cc(OC)c2c(c1)OC(=O)CC2c1ccc2c(c1)OCO2 (stereo unspecified)	-3	0	5	-0.9	-1.1	-9	0.0	·	-5	-18	1.2
CC(=O)c1ccc(S(=O)(=O)N2CCC3(CC2)CC(=O)c2ccccc2O3)cc1	-9	17	7	2.0	0.2	9	-3.2	95	-14	-13	-0.5
COCCCn1c(SCC(=O)NC(C)(C)C)nnc1-c1cccs1	-30	3	-1	2.1	1.9	2	-0.5	-20	-1	3	-0.9
CC(C)(C)NC(=O)COC(=O)c1ccccc1OCC(=O)Nc1ccc(Br)cc1	5	3	-5	0.7	1.7	4	-0.6	-5	-9	-1	0.6
COc1ccc(NC(=S)N2c3ccccc3CC2C)cc1OC (stereo unspecified)	2	9	3	0.8	-2.9	-9	-1.8	·	-4	-26	3.2
COc1cc(/C=C2\C(=N)N3N=C(N4CCOCC4)SC3=NC2=O)ccc1OC(=O)c1ccccc1	-17	11	5	-1.5	-1.4	-3	-1.8	8	-12	9	-0.5
Cn1cc(C(=O)OCC2CCN(CCNS(C)(=O)=O)CC2)c2ccccc21	8	3	16	-3.2	-3.2	1	-0.6	188	4	-10	2.6
C/C(=N\NC(=O)c1nn(C)c(C)c1Br)c1cccc(NC(=O)c2ccoc2C)c1	-19	1	-1	-0.2	1.2	-5	-0.1	-4	-2	16	2.2
CCOC(=O)c1nc(C)n(-c2ccc(Cl)cc2)n1	-23	13	-3	0.2	0.7	-6	-2.7	-2	0	6	2.2
CCOc1ccc(N(CC(=O)Nc2cccc(Cl)c2)S(=O)(=O)c2c(C)noc2C)cc1	-11	-21	7	-0.8	4.0	10	4.2	186	2	-9	1.7
COc1ccc(C(=O)OCC(=O)Nc2ccc3c(c2)OCO3)cc1S(=O)(=O)N1CCOCC1	·	2	2	·	·	1	-0.3	·	-2	-1	1.0
Cc1ccc(S(=O)(=O)Nc2c(NC3CCCCC3)c3ccccc3oc2=O)cc1C	11	16	2	-2.5	1.4	0	-3.2	172	-5	-2	0.2
COc1ccccc1-n1c(SCC(=O)NC2CCS(=O)(=O)C2)nc2ccccc2c1=O (stereo unspecified)	·	13	1	0.0	2.0	-7	-3.1	-9	-7	-6	1.8
Cc1ccc(NC(=O)CN2C(=O)c3ccccc3S2(=O)=O)c(C)c1	25	5	0	-1.6	-0.9	10	-1.0	5	11	10	1.8
Nc1cccc(CN2CCCC2)c1	-11	16	5	1.6	2.8	-8	-3.5	294	-6	-7	4.8
CCOc1ccc(NC(=O)CC2C(=O)N(c3ccccc3)C(=O)N2CCOC)cc1 (stereo unspecified)	41	-8	15	-1.1	-1.0	-10	1.3	4	1	-13	3.5
COc1ccc(S(=O)(=O)Nc2cc3c4c(c2)CCC(=O)N4CCC3)cc1	10	-1	1	0.0	0.9	-9	0.2	22	-3	-10	-2.3
CC1(C)Cc2ccccc2-c2nc3n(c(=O)c21)CCCS3	-19	·	-2	0.6	2.5	·	·	10	·	·	2.1
Cc1nn(Cc2ccc(F)cc2)c(C)c1NC(=O)c1cnn2c1NC(c1cccs1)CC2C(F)(F)F (stereo unspecified)	9	5	3	-1.9	1.1	-1	-1.0	-11	3	-17	1.6
COc1cccc(CNC(=O)c2nnn(CC(=O)Nc3cc(Cl)ccc3C)c2N)c1	-6	-31	-13	-2.2	1.5	0	6.2	4	-3	-5	-1.6
